# CDK5 p35 inh – blocks human CDK5/p35 kinase activity. hit rate 0.01% among 330,000. Recombinant CDK5/p35, ADP-Glo luminescence, 60 min. inhibition, % at 10 µM. Q00535+Q15078. AID 488839;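 active = highest replicate inhibition of at least 50% and at least 75% of replicates reaching 50%; inconclusive = only one of the two criteria met; inactive = both criteria failed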;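 note: plate controls were DMSO neutral control for no effect and GW8510 at 10 µM for full effect; many of its hits are not listed in these tables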
# dFosB act – activators of mouse delta FosB homodimer; activation, % at 25 µM; AID 493131; purified delta FosB, TAMRA-CDK5 oligo fluorescence polarization; percent of positive-control signal above neutral wells; hit rate 0.99% among 340,000; P13346;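 active = mean activation above about 17%, with every replicate also reaching it, limit read from the data, passing the limit was not always enough; inconclusive = only one of the two conditions met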;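 note: fluorescence polarization rise as delta FosB binds a TAMRA Cdk5 AP-1 oligo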
# HTR5A ag – activates human HTR5A in OPRM1-OPRD1 agonist counter-screen | AID 504692 | hit rate 0.61% among 340,000 | HTR5A agonist assay, luminescence, cell-based | activation, % at 9.3 µM | P47898; in the data active = activation mostly above about 9.5%, no sharp cut-off; inactive = mostly below about 7.6%;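 note: 0% = cells with vehicle only and 100% = reference agonist; strong numbers were not always called active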
# NSD2 HMT inh – inhibitors of human histone methyltransferase NSD2 | O96028 | inhibition, % at 12.5 µM | NSD2 peptide methylation, AlphaScreen, 120 min | hit rate 0.54% among 310,000; in the data active = inhibition above about 50%
# Target sequence (O96028 whole entry, looked up): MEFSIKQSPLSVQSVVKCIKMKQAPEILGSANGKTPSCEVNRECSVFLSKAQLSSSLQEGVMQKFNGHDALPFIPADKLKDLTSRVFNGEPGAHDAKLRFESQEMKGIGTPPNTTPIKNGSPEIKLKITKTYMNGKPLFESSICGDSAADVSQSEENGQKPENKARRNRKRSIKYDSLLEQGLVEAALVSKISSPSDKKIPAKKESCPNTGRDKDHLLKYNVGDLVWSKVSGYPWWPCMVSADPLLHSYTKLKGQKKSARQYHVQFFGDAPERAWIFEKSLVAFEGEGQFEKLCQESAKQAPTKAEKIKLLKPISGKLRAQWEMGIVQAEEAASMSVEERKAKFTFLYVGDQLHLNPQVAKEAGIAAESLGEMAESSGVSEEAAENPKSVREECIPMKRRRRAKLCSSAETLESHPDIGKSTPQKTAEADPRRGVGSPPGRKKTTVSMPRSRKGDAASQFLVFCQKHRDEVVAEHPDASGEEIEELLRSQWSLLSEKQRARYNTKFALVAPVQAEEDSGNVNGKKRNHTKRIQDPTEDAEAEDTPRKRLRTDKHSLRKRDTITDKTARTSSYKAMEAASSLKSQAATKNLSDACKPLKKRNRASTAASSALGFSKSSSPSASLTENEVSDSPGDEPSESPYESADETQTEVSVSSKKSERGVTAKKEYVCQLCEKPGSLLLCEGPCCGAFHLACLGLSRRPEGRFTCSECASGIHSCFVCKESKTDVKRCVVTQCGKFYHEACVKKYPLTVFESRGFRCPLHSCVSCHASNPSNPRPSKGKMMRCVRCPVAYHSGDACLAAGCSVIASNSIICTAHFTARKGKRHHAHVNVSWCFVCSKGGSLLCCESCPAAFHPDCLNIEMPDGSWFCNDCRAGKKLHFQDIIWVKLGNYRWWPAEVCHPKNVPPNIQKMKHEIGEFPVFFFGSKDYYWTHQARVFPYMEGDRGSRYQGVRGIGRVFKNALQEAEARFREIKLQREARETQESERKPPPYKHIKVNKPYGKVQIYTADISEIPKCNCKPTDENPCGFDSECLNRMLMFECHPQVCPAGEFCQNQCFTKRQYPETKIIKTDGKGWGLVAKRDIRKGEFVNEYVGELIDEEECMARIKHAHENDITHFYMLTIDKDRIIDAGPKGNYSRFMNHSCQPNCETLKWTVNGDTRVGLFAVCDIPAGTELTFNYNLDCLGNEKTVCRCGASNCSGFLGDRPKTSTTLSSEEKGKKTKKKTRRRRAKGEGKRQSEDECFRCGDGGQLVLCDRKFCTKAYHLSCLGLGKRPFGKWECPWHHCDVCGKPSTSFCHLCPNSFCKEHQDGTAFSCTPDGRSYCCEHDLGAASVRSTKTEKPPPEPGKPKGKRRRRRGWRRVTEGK
# PvdQ acylase – P. aeruginosa PvdQ acylase inhibition | purified PvdQ acylase, fluorescence plate reader | inhibition, % at 10 µM | hit rate 0.063% among 340,000 | AID 488965; in the data active = inhibition above about 30%, passing the limit was not always enough; inconclusive = no clear call, values can overlap the other calls;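 note: 0% = vehicle neutral wells and 100% = reference inhibitor wells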
# Wnt bcat act – Wnt/beta-catenin pathway activation | Wnt/beta-catenin reporter cell assay, activator, plate reader | activation, % at 9.35 µM | hit rate 1.2% among 300,000 | AID 743398; in the data active = activation above about 30%, passing the limit was not always enough; inconclusive = no clear call, values can overlap the other calls;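 note: 0% = neutral control wells and 100% = positive control wells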
# SR-BI HDL uptake – mouse SR-BI HDL lipid transfer inhibition; Q61009; ldlA[mSR-BI] CHO cells, DiI-HDL uptake fluorescence, 3 h; inhibition, % at 12.5 µM; hit rate 0.96% among 320,000; AID 488896;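 active = mean replicate inhibition of at least 70% and a set share of replicates each scoring 70 or more; inconclusive = meets just one of the two criteria; inactive = fails both criteria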;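 note: 0% = median of neutral control wells and 100% = median of positive control wells; values of inactives mirror those of a sister screen read the other way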
# V-ATPase pH – yeast V-ATPase proton transport regulation by pHLuorin | S. cerevisiae, pHLuorin cytosolic pH fluorescence | response, % at 10 µM | hit rate 0.37% among 350,000 | AID 504577; in the data active = response mostly above about 7.3%, no sharp cut-off; inactive = mostly below about 5.4%; note: actives read high; inactives centre near 0; some compounds called inactive have numbers as strong as hits; reference of the scale not given here
# MITF TRPM1 HTS – MITF TRPM1 promoter activation in melanoma cells; SK-MEL-5 TRPM1-promoter luciferase, 24 h; % of positive control, neutral wells = 0; activation, % at 12.5 µM; hit rate 0.75% among 300,000;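 active = mean activation of at least 80% with every replicate also reaching 80%; inconclusive = mean reaches 80% but some replicate falls short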;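 note: 0% = neutral control wells and 100% = parthenolide positive control wells; values of inactives mirror those of a sister screen read the other way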
# HTR5A inv ctr – HTR5A inverse agonism, opioid heterodimer counter-screen. HTR5A cell line, luminescence. inhibition, % at 9.3 µM. hit rate 0.083% among 340,000. AID 504634; in the data active = inhibition mostly above about 23%, no sharp cut-off; inactive = mostly below about 18%;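 note: 0% = cells with DMSO and 100% = no-cell wells with DMSO; some compounds called inactive have numbers as strong as hits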
# * = called active by the depositor; ? = inconclusive; / = not tested or not shown.
SMILES,CDK5 p35 inh,dFosB act,HTR5A ag,NSD2 HMT inh,PvdQ acylase,Wnt bcat act,SR-BI HDL uptake,V-ATPase pH,MITF TRPM1 HTS,HTR5A inv ctr
O=C(Cc1ccccc1)N1CCN(c2ccccc2F)CC1,-1.2,-7,-2,1,-2,1,-2,3,6,-16
CN(C)C(=O)c1nc2ccccc2s1,0.3,-9,4,-1,-9,/,7,1,29,-11
COc1ccc(C(=O)NC(=S)Nc2cccnc2)cc1OC,-0.2,-5,1,/,8,-1,-5,-2,7,-2
CCOc1ccccc1CN(Cc1ccco1)S(=O)(=O)c1ccc(-n2cnnn2)c(OC)c1,0.8,-5,-1,/,-16,/,36,-2,-12,35
Cc1sc2nc(CN(Cc3ccccc3)C(=O)NC3CCCCC3)[nH]c(=O)c2c1C,-0.9,-8,-2,-3,11,-14,9,3,-16,-30
CCCCC(=O)Nc1c2c(nn1-c1ccc(C)cc1)CS(=O)(=O)C2,-0.4,-6,0,-3,-10,2,-31,1,-11,1
CC(C)C(=O)Nc1ccc(N2CCN(S(C)(=O)=O)CC2)cc1,1.7,-2,1,7,-16,/,-9,0,13,0
Cc1ccc(Nc2cc(=O)n(C3CCCCC3)c(=O)[nH]2)cc1C,-0.6,1,-2,-2,-2,/,-7,-3,14,-4
CC1CCCCN1c1ncnc(N)c1[N+](=O)[O-] (centres undefined),5.2,-3,2,-2,0,-1,-10,-2,8,-5
COc1ccc(C(=O)CN2CCN(c3cc(C)nc4ccccc34)CC2)cc1,0.2,-3,/,0,-7,-2,25,3,/,/
CCC(C)NCCCCOc1cc(C)cc(C(C)C)c1 (centres undefined),1.0,-10,-1,6,4,-3,19,1,-12,5
COc1ccccc1CNC(=O)COC(=O)c1sc(C)nc1C,-5.3,5,13,/,-15,-2,10,9.5*,/,-33
CN(C)NC1CC(=O)N(c2ccccc2)C1=O (centres undefined),2.3,-7,-12,4,3,5,-1,-1,-3,-7
O=C(CN(Cc1ccco1)C(=O)CNS(=O)(=O)c1ccccc1)NCc1ccc(F)cc1,0.1,-2,-1,-1,-9,/,-1,-2,5,3
O=C(CSc1ccc(-c2cccs2)nn1)Nc1ccccc1,-2.7,-4,-1,-4,-11,2,-10,5,9,1
Cc1noc(C)c1NC(=O)Nc1cccc2c1O[C@H](CN(C)C(=O)Nc1ccc(C(F)(F)F)cc1)[C@@H](C)CN([C@H](C)CO)C2=O,-0.8,0,2,/,-2,-1,79*,0,7,-7
O=C(Cc1ccc(Br)cc1)Nc1cccc(-c2cn3c(n2)SCC3)c1,0.4,1,1,0,-9,0,28,1,1,4
O=C(COc1ccc2ccccc2c1)NCCNC(=O)COc1ccc2ccccc2c1,-0.3,3,-11,-1,-6,/,15,-2,-13,23
COc1ccc(NC(=O)c2ccccc2NC(=O)CSc2ccc(C)cc2)cc1,-1.9,-4,-1,0,-1,-3,-5,-2,25,3
O=C(CNC(=O)Cc1ccccc1)NCC(=O)OCC(=O)c1ccc(Cl)cc1,2.5,-2,0,-1,11,/,-18,2,-7,-1

# A few values from the list:
# `O=C(Cc1ccc(Br)cc1)Nc1cccc(-c2cn3c(n2)SCC3)c1` in CDK5 p35 inh: 0.4
# `CCC(C)NCCCCOc1cc(C)cc(C(C)C)c1` (centres undefined) in dFosB act: -10
# `O=C(COc1ccc2ccccc2c1)NCCNC(=O)COc1ccc2ccccc2c1` in NSD2 HMT inh: -1

# Structural class: the compounds so far with a furan ring, fused or not (2)
SMILES,CDK5 p35 inh,dFosB act,HTR5A ag,NSD2 HMT inh,PvdQ acylase,Wnt bcat act,SR-BI HDL uptake,V-ATPase pH,MITF TRPM1 HTS,HTR5A inv ctr
CCOc1ccccc1CN(Cc1ccco1)S(=O)(=O)c1ccc(-n2cnnn2)c(OC)c1,0.8,-5,-1,/,-16,/,36,-2,-12,35
O=C(CN(Cc1ccco1)C(=O)CNS(=O)(=O)c1ccccc1)NCc1ccc(F)cc1,0.1,-2,-1,-1,-9,/,-1,-2,5,3

# Remaining list, next part.
SMILES,CDK5 p35 inh,dFosB act,HTR5A ag,NSD2 HMT inh,PvdQ acylase,Wnt bcat act,SR-BI HDL uptake,V-ATPase pH,MITF TRPM1 HTS,HTR5A inv ctr
CC(C)(C)NC(=O)COC(=O)/C=C/c1ccccc1[N+](=O)[O-],0.0,-2,-1,-4,-13,-3,-19,1,-18,-13
COc1ccc(/C=C/CN2CCN(CC(C)C)C(CCO)C2)cc1 (centres undefined),-2.9,1,2,4,-18,15,-20,/,-16,8
O=C(c1ccccc1NS(=O)(=O)c1ccc(Cl)cc1)N1CCc2ccccc21,-2.2,4,5,0,-12,-2,-11,1,1,10
CCCCOC(=O)c1ccc(NC(=O)C(=O)NCc2cccnc2)cc1,0.1,2,-1,-1,-14,-2,-10,-5,1,3
COc1cccc(/C=N/NC(=O)CNC(=O)c2ccco2)c1O,0.7,2,0,/,-12,-1,/,3,-3,-9
COc1ccc(-c2cc(-c3ccccc3)nc(NN)n2)cc1OC,-1.1,-12,-10,4,4,1,16,6,-7,26
Cc1ccc(S(=O)(=O)CCC(=O)OCCOc2cccc(Br)c2)cc1,-1.0,-4,4,-7,-2,-2,-3,3,8,-9
Cc1cc(C(=O)NNC(=S)NCC2CCCO2)cs1 (centres undefined),0.5,3,3,-1,-9,13,-21,0,3,16
COCCN1C(=O)N[C@@H](c2ccco2)C(C(=O)OC)=C1C,0.6,-2,6,/,-5,-2,-20,0,16,-9
COc1ccccc1NS(=O)(=O)c1cc(NC(=O)Cc2n[nH]c(=O)c3ccccc23)ccc1Cl,-1.4,2,1,1,4,-1,11,3,-2,-6
Cc1ccccc1OCCC(=O)OCC(=O)Nc1ccc(N2CCOCC2)cc1,0.1,-5,-2,0,-8,-3,0,2,-5,-13
CN(C)c1ccc(Cc2cc3c(O)ccc(O)c3cc(Cc3ccc(N(C)C)cc3)c2=O)cc1,-0.4,0,2,/,-12,-1,27,1,-35,-6
CC(C)c1ccc(O)c(N)c1,-1.6,-4,-1,2,2,/,-11,-9,5,-2
COc1cccc(N2CCN(C(=O)CCCCCNc3nc(=S)[nH]c4ccccc34)CC2)c1,-0.8,-5,4,8,-17,-1,36,1,3,-9
COCCNc1nc2c(c(=O)n(C)c(=O)n2C)n1Cc1cccc(C(F)(F)F)c1,0.5,-3,1,7,-13,-5,-7,2,1,-1
CCn1c(SCC(=O)N(C)C)nc2cc(S(=O)(=O)N3CCCCC3)ccc21,-0.9,-7,2,-1,-13,0,-3,-1,0,-4
O=C(Cc1cccs1)NCc1ccc(F)cc1,/,-4,10,-2,-11,7,-3,1,3,-6
COc1ccc(-c2nnc(-c3ccccc3O)o2)cc1,0.2,-9,1,-2,8,44*,-18,0,56,-3
CC(C)C(NC(=O)c1ccc(F)cc1)C(=O)NCC1CCCO1 (centres undefined),1.3,-6,-3,7,-6,-2,/,-5,11,7
COc1cc(OC)nc(Oc2ccccc2C(=O)Oc2ccc(F)cc2Cl)n1,0.1,-7,4,-4,-8,-1,8,-1,1,-10

# 4 compounds from above, sorted by the value under Wnt bcat act, falling.
molecule | Wnt bcat act
CN(C)NC1CC(=O)N(c2ccccc2)C1=O (centres undefined) | 5
COCCN1C(=O)N[C@@H](c2ccco2)C(C(=O)OC)=C1C | -2
CC(C)(C)NC(=O)COC(=O)/C=C/c1ccccc1[N+](=O)[O-] | -3
COCCNc1nc2c(c(=O)n(C)c(=O)n2C)n1Cc1cccc(C(F)(F)F)c1 | -5

# Among those listed so far, two have a nitro group on carbon.
SMILES,CDK5 p35 inh,dFosB act,HTR5A ag,NSD2 HMT inh,PvdQ acylase,Wnt bcat act,SR-BI HDL uptake,V-ATPase pH,MITF TRPM1 HTS,HTR5A inv ctr
CC1CCCCN1c1ncnc(N)c1[N+](=O)[O-] (centres undefined),5.2,-3,2,-2,0,-1,-10,-2,8,-5
CC(C)(C)NC(=O)COC(=O)/C=C/c1ccccc1[N+](=O)[O-],0.0,-2,-1,-4,-13,-3,-19,1,-18,-13

# Other structures:
SMILES,CDK5 p35 inh,dFosB act,HTR5A ag,NSD2 HMT inh,PvdQ acylase,Wnt bcat act,SR-BI HDL uptake,V-ATPase pH,MITF TRPM1 HTS,HTR5A inv ctr
CC1=C(C(=O)OCCOC(C)C)C(c2cccnc2)C2=C(CCCC2=O)N1 (centres undefined),0.5,9,-4,-2,-4,1,-13,3,25,10
O=C(CCCN1C(=O)/C(=C/c2ccccc2)SC1=S)Nc1ccccc1O,-1.8,6,7,4,?,1,-1,1,-9,-20
COC(=O)c1ccccc1S(=O)(=O)N1CCC(C(=O)OC(C)C(=O)Nc2ccc(NC(C)=O)cc2)CC1 (centres undefined),1.2,-1,0,1,1,-2,-4,0,3,-7
Cc1cc2cc3c(cc2nc1SCC(=O)Nc1nc(C)c(C)s1)OCO3,-0.5,13,1,3,-2,-4,-6,1,-18,-13
NC(=O)CC(NC(=O)Cc1ccc(Br)cc1)c1ccc(N2CCC(N3CCCC3)CC2)c([N+](=O)[O-])c1 (centres undefined),2.2,-1,5,/,10,30,18,-7,7,-19
COc1ccc(N2CCN(C(CNC(=O)C(=O)NC3CC3)c3ccco3)CC2)cc1 (centres undefined),0.7,-10,1,-1,-8,0,1,-2,-4,8
CC(C)NC(=O)c1cc(-c2ccc(Br)cc2)on1,-0.8,7,6,3,3,/,-2,-2,111*,4
Cc1cccc(C)c1N(C(=O)c1ccco1)C(C(=O)NC1CCCC1)c1ccncc1 (centres undefined),-0.6,-3,-1,1,-6,3,/,6,3,3
Cc1ccc(NC(=S)N2CCC(N(C)CC3CCCO3)CC2)cc1C (centres undefined),1.6,-2,2,5,-9,-2,-2,-1,4,-5
Cc1noc(C)c1S(=O)(=O)Nc1ccc(C(=O)NCCc2ccccc2)cc1,-0.4,-10,-1,4,-9,-6,6,3,/,-12
O=C(c1ccc(F)cc1)N1CCC(C(=O)N2CCN(S(=O)(=O)c3ccccc3Br)CC2)CC1,-0.2,-7,0,-2,-14,2,33,1,-2,21
Cc1ccnc(N2C(=O)c3ccc([N+](=O)[O-])cc3C2=O)c1,0.9,3,1,-1,8,1,16,-1,/,-3
O=C(Cn1cnc2c(nnn2Cc2ccccc2F)c1=O)N1CCN(c2ccccc2)CC1,0.6,-6,4,1,3,-2,22,4,-4,25
COc1cc2c(C)nc3onc(-c4ccccc4)c3c2cc1OC,-0.8,-35,3,1,-20,11,40,1,10,-11

# Screening results as filed in PubChem.
